Compound activity deposited in PubChem BioAssay by National Center for Advancing Translational Sciences (NCATS).
Tau FP inhib = tau fibrillization inhibition (FP). K18 P301L tau heparin fibrillization, Alexa594 FP, 6 h. actives 0.39% (n = 280,000). Potency, µM (series often up to 57.7 µM), inactives show at the top dose activity, negative = inhibition, actives largely listed as inhibitors. P10636. AID 1468; note: % is set by controls: 0 for no effect and ±100 for the full control effect; nearly all actives have a fitted effect of over 55% in size
Target sequence (P10636 561-689 P618L limits assumed): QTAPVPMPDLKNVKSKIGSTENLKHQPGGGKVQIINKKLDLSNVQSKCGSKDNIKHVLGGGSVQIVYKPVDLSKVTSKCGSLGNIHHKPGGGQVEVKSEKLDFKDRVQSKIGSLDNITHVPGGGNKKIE
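Recombinant K18 P301L […], labeled with Alexa 594 at 0.24 uM over 15 uM unlabeled; heparin inducer 20 uM final; 37 C, 6 hr; FP endpoint.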
HTT cytoprotect = protects HTT-Q103 PC12 cells, measured by ATP | PC12 HTT-Q103 induced, cytoprotection, ATP luminescence, 40 h | Potency, µM (top dose mostly 56.4 µM), for inactives: cytoprotection (ATP increase), hits mostly activators | actives 0.14% (n = 230,000) | AID 1471;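 note: % of control where 0% means no effect; nearly all actives have a fitted effect of over 45% in size; toxic huntingtin expression switched on by the ecdysone agonist tebufenozide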
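Compounds added alongside 100 nM tebufenozide, which induces toxic Q103 huntingtin exon 1-GFP in stable PC12 cells; surviving cells quantified by luminescent ATP measurement. Medium: phenol red-free DMEM, 5% equine and 5% calf serum.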
GAA glycogen = GAA glycogen-cleavage inhibition or activation | recombinant GAA, glycogen substrate, Amplex Red glucose oxidase fluorescence | Potency, µM (top dose mostly 76.4 µM), inactives show at the top dose activity change, negative = inhibition, hits mostly inhibitors | actives 0.38% (n = 300,000) | AID 2100;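 note: 0% = full enzyme reaction and -100% = no-enzyme basal signal; the screen sought inhibitors and activators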
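Natural-substrate format: glycogen cleavage by 4 nM human enzyme, glucose read by Amplex Red coupling (Ex 573, Em 610 nm). Normalized to enzyme and no-enzyme controls.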
Tau fibril ThT = inhibitors of human tau fibril formation, thioflavin T binding | Potency, µM (doses to about 57.4 µM), for inactives: at the highest dose activity, negative = inhibition, most hits filed as inhibitors | P10636 | actives 2.1% (n = 270,000) | recombinant tau K18 P301L, heparin-induced fibrillization, ThT fluorescence; note: % is set by controls: 0 for no effect and ±100 for the full control effect; nearly all actives have a fitted effect of over 55% in size
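Using a mix of unlabeled (15 uM) and Alexa 594-labeled (0.24 uM) tau K18 P301L, heparin-triggered fibrillization over 6 hr at 37 C was scored by ThT fluorescence.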
GLA spleen mod = alpha-galactosidase A (human) modulation. human spleen homogenate, 4MU-alpha-Gal fluorescence, 40 min. Potency, µM (highest dose often 80 µM), for inactives: at the highest dose activity change, negative = inhibition, most hits filed as inhibitors. actives 0.008% (n = 240,000);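 note: 0% = enzyme with vehicle and -100% = no enzyme basal signal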
Target sequence (P06280 32-429 limits assumed): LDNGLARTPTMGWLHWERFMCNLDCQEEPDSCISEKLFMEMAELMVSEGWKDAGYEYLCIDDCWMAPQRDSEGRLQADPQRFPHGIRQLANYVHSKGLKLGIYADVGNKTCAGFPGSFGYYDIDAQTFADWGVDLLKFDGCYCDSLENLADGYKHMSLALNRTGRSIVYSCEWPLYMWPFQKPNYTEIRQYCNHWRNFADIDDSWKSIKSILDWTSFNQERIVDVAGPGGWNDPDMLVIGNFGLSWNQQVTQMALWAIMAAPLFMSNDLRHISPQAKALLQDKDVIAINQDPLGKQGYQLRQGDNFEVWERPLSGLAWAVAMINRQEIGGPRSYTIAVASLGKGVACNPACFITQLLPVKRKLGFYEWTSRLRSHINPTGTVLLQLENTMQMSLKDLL
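Fluorogenic readout (Ex 365/Em 440 nm) of 4-methylumbelliferone released from 1 mM 4-MU-alpha-galactoside by spleen homogenate, 40 min at 37C, pH 5.0. Data normalized to no-enzyme and enzyme controls; Hill-equation AC50 from compound titrations.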
GAA inhib = inhibitors of human lysosomal alpha-glucosidase | AID 1466 | P10253 | purified human GAA, 4-MU-alpha-glucoside fluorescence | Potency, µM (titrated, usually from 76.9 µM), inactives show top-dose activity change, negative = inhibition, hits mostly inhibitors | actives 0.005% (n = 200,000);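 note: plate controls were uninhibited enzyme wells for no effect and no-enzyme background for full effect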
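AC50 values come from Hill fits of compound titrations (up to 77 uM) against 4 nM human enzyme. Substrate 4-methylumbelliferyl-alpha-D-pyranoside at 400 uM, pH 5.0 citrate buffer, 20 min room temperature; fluorescence Ex 365/Em 440 after alkaline stop.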
Tau fluor cs = counter-screen for tau fibril formation inhibitors; actives 0.93% (n = 280,000); tau K18 P301L (four-repeat tau fragment) Alexa594 fluorescence, heparin fibrillization; Potency, µM (top dose mostly 57.7 µM), for the others: top-dose activity change, negative = decrease; note: % is set by controls: 0 for no effect and ±100 for the full control effect; nearly all actives have a fitted effect of over 55% in size
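Human K18 P301L tau (15 uM unlabeled plus 0.24 uM Alexa 594-labeled, final) in 100 mM sodium acetate pH 7 was mixed with compound and 20 uM heparin and incubated 6 hr at 37 C.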
GAA spleen mod = inhibits or activates alpha-glucosidase in human spleen homogenate; P10253; human spleen homogenate, 4-MU-alpha-glucoside fluorescence; Potency, µM (highest dose often 79.9 µM), without a hit: at the highest dose activity change, negative = inhibition, actives largely listed as inhibitors; actives 0.006% (n = 240,000);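 note: 0% = enzyme with vehicle and -100% = no enzyme basal signal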
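AC50 values come from Hill-equation fits of concentration-response data, normalized to no-enzyme and full-activity controls. Enzyme source: 1 ug human spleen homogenate; 1 mM fluorogenic 4-MU glucoside, pH 5.0 citrate buffer, 37 C, 40 min.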
* hit, by the source's call; u = inconclusive; x = no result given; & = joins results of further samples; ! = a repeat was not active; [ ] = dose if it differs, or a comment. Calls come from the whole dose curve; as a rule, active = well fitted curve in the direction sought with a large enough effect; inconclusive = small, poorly fitted or top-dose-only effect, or another doubt; inactive = no such curve, though single readings can be large; an effect the other way counts as inactive or inconclusive. Potency is the fitted concentration of half-maximal effect.

SMILES	Tau FP inhib	HTT cytoprotect	GAA glycogen	Tau fibril ThT	GLA spleen mod	GAA inhib	Tau fluor cs	GAA spleen mod
Cc1c(Cl)ccc2c(C(=O)NC(C)c3ccncc3)cc(-c3ccncc3)nc12 (configuration not stated)	0%	-9%[10 µM]	-5%	u	-9%	5%	-17%	-3%
CCC(Nc1ccc(-c2nc(-c3cccnc3)no2)cc1[N+](=O)[O-])c1ccccc1 (configuration not stated)	-14%	x	15%[76.3 µM]	u	x	x	7%	x
CCCCN(CC)CCCNC(=O)C1CCCN(c2ncnc3c2nc2n3CCCCC2)C1 (configuration not stated)	-5%	x	17%[76.3 µM]	-2%	x	x	-5%	x
CCN(CC)CCCNc1nc2cc(OC)c(OC)cc2c2nc(-c3ccccc3)nn12	3%	-7%	-8%	0%	-12%	u	-26%	-8%
NC(=O)C1(N2CCCCC2)CCN(C(=O)c2ccc(C#CC3(O)CCCCC3)cc2)CC1	13%	7%	-7%	-9%	1%	6%	-11%	5%
CC(C)(C)NC(=O)NC(=O)COC(=O)COc1ccc2c(c1)CCC2	5%	2%[10 µM]	-10%	-16%	0%	3%	-8%	-1%
O=C(CCc1[nH]c2ccccc2c1Sc1ccccc1)NCCO	2%	-3%[10 µM]	-6%	10%	16%	1%	0%	-6%
CC1=CC2C(C)(C)CC(=O)C[C@]2(C)CC1COc1ccc2c(c1)CC(=O)C=C2 (some centres not stated)	6%	-92%[inhibitor]	x	-18%	5%	x	-19%	-4%
CCOC(=O)Oc1ccc2c(=O)c(Oc3cc(C)cc(C)c3)coc2c1	-5%	-31%	3%	u	-6%	6%	-11%	-10%
OCCC1CN(Cc2cccc3c2OCO3)CCN1C1CCCCC1 (configuration not stated)	-2%	-1%[10 µM]	18%	-12%	0%	-1%	-7%	1%
C=C1CCC2C(CC2(C)C)C(=C)CC/C1=N/O (configuration not stated)	3%	x	x	1%	7%	x	0%	5%
O=C(O)/C=C\C(=O)Nc1ccc(OC(F)F)cc1	-10%	x	21%	-6%	7%	13%	-4%	9%
CC1=C(C(=O)Nc2ccccc2)C(c2ccc(Cl)cc2)n2c(s/c(=C/c3cccc(OCC(=O)O)c3)c2=O)=N1 (configuration not stated)	0%	11%	5%	6%	8%	12%	-2%	-1%
CCOCCCNC(=O)NC(CCC(C)C)c1c(-n2cccc2)sc2c1CCN(C)C2 (configuration not stated)	-2%	x	24%[76.3 µM]	1%	x	x	1%	x
Cc1cc(Nc2cccc(Cl)c2)nc2ccc(NC(=O)c3cccc(N(C)C)c3)cc12	-8%	x	-10%[76.3 µM]	u	x	x	4.5µM*[quencher]	x
CCc1sc(-c2c(C#N)c(N)nc3c2CCCCCC3)cc1[N+](=O)[O-]	-3%	-45%[inhibitor]	2%	-11%	-6%	-1%	-11%	-11%
COc1ccc(/C=C/c2nc(C#N)c(NC3CCCCC3)o2)cc1OC	6%	x	u	u	x	x	u	x
CCC(NC(=O)c1ccc([N+](=O)[O-])cc1[N+](=O)[O-])c1ccccc1 (configuration not stated)	6%	-4%	4%	-10%	2%	0%	0%	-3%
Cc1ccc(S(=O)(=O)Cn2nnnc2C(C(C)C)N2CCSCC2)cc1 (configuration not stated)	-2%	8%	-26%	-4%	11%	-6%	-10%	-1%
Oc1ccc2ccccc2c1N=Nc1ccc(F)cc1	-9%&-1%	8%&-7%[10 µM]	2%&6%	u	1%&-8%	0%	-16%&-25%	3%&-7%
CCCCC[C@H](O)/C=C/[C@H]1C(=O)C=C[C@@H]1C/C=C\CCCC(=O)O	-5%&0%	5.6µM*!	x	u	-5%&8%	x	-5%&3%	-2%&9%
CC(C)Cn1c(N)c(C(=O)COC(=O)CC23CC4CC(CC(C4)C2)C3)c(=O)n(C)c1=O	-9%	-8%[10 µM]	-18%	-12%	7%	-8%	-26%	-2%
Cc1ccc(S(=O)(=O)NC(=O)Nc2nnc(C3CC3)s2)cc1	9%	-11%[10 µM]	3%	-9%	5%	2%	0%	4%
CC(NCCC1(C(C)C)CCOC(C)(C)C1)c1cccs1 (configuration not stated)	0%	12%[10 µM]	-5%	-1%	-2%	x	-2%	-1%
COc1cc(/C=N/NC(=O)C2COc3ccccc3O2)ccc1O (configuration not stated)	-2%	5%[10 µM]	u	u	-2%	x	-19%	-4%

Full records, quoted from the list. Order of values: Tau FP inhib	HTT cytoprotect	GAA glycogen	Tau fibril ThT	GLA spleen mod	GAA inhib	Tau fluor cs	GAA spleen mod
COc1ccc(/C=C/c2nc(C#N)c(NC3CCCCC3)o2)cc1OC across the screens: 6%	x	u	u	x	x	u	x
CCC(NC(=O)c1ccc([N+](=O)[O-])cc1[N+](=O)[O-])c1ccccc1 (configuration not stated) across the screens: 6%	-4%	4%	-10%	2%	0%	0%	-3%
COc1cc(/C=N/NC(=O)C2COc3ccccc3O2)ccc1O (configuration not stated) across the screens: -2%	5%[10 µM]	u	u	-2%	x	-19%	-4%
CCOC(=O)Oc1ccc2c(=O)c(Oc3cc(C)cc(C)c3)coc2c1 across the screens: -5%	-31%	3%	u	-6%	6%	-11%	-10%

Next entries.
SMILES	Tau FP inhib	HTT cytoprotect	GAA glycogen	Tau fibril ThT	GLA spleen mod	GAA inhib	Tau fluor cs	GAA spleen mod
Cc1ccc(Cn2ccc(NC(=O)c3cc(-c4ccco4)on3)n2)cc1	0%	-10%	-4%	-17%	-4%	-12%	-17%	0%
O=C(O)CC(NS(=O)(=O)c1ccc(Br)cc1)c1ccco1 (configuration not stated)	-4%	-9%[0.074 µM]	-4%	-5%	-7%	5%	-5%	-2%
COCCn1cnnc1SCC(=O)Nc1ccc(Br)cc1F	-2%	-39%	-2%	-7%	3%	-5%	-6%	2%
Cc1ccc(C2CC(=O)N(Cc3ccccc3)c3c2c(C)nn3-c2nc(C)cc(C)n2)cc1 (configuration not stated)	8%	x	0%[76.3 µM]	7%	x	x	4%	x
N#Cc1cnn2c(C(F)(F)F)c3c(nc12)CCCC3	1%	2%[10 µM]	9%	2%	1%	-1%	1%	5%
CC(C)COc1ccc(C(=O)Nc2scc(-c3ccc(Br)cc3)c2C(=O)OC(C)C)cc1	-9%	x	-8%[76.3 µM]	-9%	x	x	-5%	x
CCOC(=O)c1cc(-c2ccco2)nn1-c1ccc(C)cc1	3%	-42%[inhibitor]	-11%	-12%	3%	9%	-2%	4%
COCCN(CCOC)S(=O)(=O)c1ccc(Cl)nc1	3%	23%[10 µM]	-1%	-6%	4%	x	-6%	-6%
Nc1c(Br)cc2oc(-c3ccccc3)nc2c1Br	0%	5%[10 µM]	15%	-11%	-25%	-3%	-2%	-9%
COC1CCCCC1Nc1ccc(C)c(C)c1 (configuration not stated)	-2%	u	0%	-7%	6%	-8%[15.4 µM]	-10%	-3%
COc1ccccc1CNC(=O)C1CCCN(c2nnc(-n3c(C)ccc3C)s2)C1 (configuration not stated)	-14%	x	13%[76.3 µM]	u	x	x	-12%	x
COc1ccc(CNc2nc(-c3ccc(Cl)cc3)nn2C(=O)c2ccccc2)cc1	u	x	9%[76.3 µM]	-9%	x	x	-27%	x
CCN(CC)C(=O)C1CCCN(C(=O)Nc2ccc(NC(=O)N3CCCC(C(=O)N(CC)CC)C3)cc2)C1 (configuration not stated)	9%	13%	-7%	-16%	-2%	-2%	-11%	-8%
CC(=O)N1c2c(cc(Br)cc2S(=O)(=O)NCc2ccc3c(c2)OCO3)CC1C (configuration not stated)	5%	7%	-4%	0%	9%	-2%	5%	-20%
Cc1csc2c(SCC(=O)NNC(=O)C(Cl)Cl)ncnc12	-4%	3%[10 µM]	2%	u	-3%	-4%	-12%	1%
CCOc1cc(Br)c(C=O)cc1OCC	-5%	-60%[inhibitor][10 µM]	-13%	-4%	-2%	-3%	0%	-3%
O=C(CSc1ncnc2c1oc1ccccc12)NCc1ccco1	-4%	-2%	12%	3%	4%	-4%	1%	0%
Oc1ccc(Cl)cc1C=NCCc1ccccc1	-6%	x	2%	-9%	-2%	-4%	-6%	u
O=c1[nH]nc(SCc2nnc(-c3cccc(Cl)c3)o2)n1C1CCCCC1	4%	24%[10 µM]	-2%	-6%	2%	x	-1%	3%
CCOC(=O)C1=C(N)OC(C)=C(C#N)C1c1ccco1 (configuration not stated)	-6%	12%[10 µM]	-4%	-2%	-10%	u	0%	-18%
COc1ccc(/C=N/NC(=O)C2C(C=C(Cl)Cl)C2(C)C)c(OC)c1 (configuration not stated)	-6%	-27%	0%	-15%	2%	1%	-24%	2%
O=C(O)c1cccc(NC(=O)c2cn(-c3ccccc3)nc2-c2cc3ccccc3o2)c1	u	5%[10 µM]	-5%	-10%	3%	2%	-26%	4%
CN(C)c1ccc(/C=C2/C(=O)N(c3ccc([N+](=O)[O-])cc3)N=C2N2CCOCC2)cc1	-6%	18%	1%	16µM*	-7%	0%	u	-17%
O=C(O)CCc1ccc(-c2ccc(Cl)cc2)n1CCC(=O)O	-2%	-5%	0%	-16%	-11%	u	-5%	-8%
CC1=Nc2cc(C(=O)NCCCOC(C)C)ccc2Sc2ccccc21	5%	-119%[inhibitor]	-3%	10%	-5%	0%	2%	4%

Next entries.
SMILES	Tau FP inhib	HTT cytoprotect	GAA glycogen	Tau fibril ThT	GLA spleen mod	GAA inhib	Tau fluor cs	GAA spleen mod
CNC(=S)NNC(=O)c1cccn(Cc2ccccc2)c1=O	0%	-16%	-11%	-6%	-4%	-9%	-3%	1%
Fc1nc(F)c(F)c(NCCCNc2c(F)c(F)nc(F)c2F)c1F	u	-64%[inhibitor]	-16%	-9%	9%	-9%	u	12%
C=CCOC(=O)C(C(C)=O)C(NC(=O)OC)c1ccc(Cl)cc1 (configuration not stated)	-3%[11.6 µM]	-12%[10 µM]	x	-4%[11.5 µM]	8%[17.5 µM]	x	-7%[11.6 µM]	3%[17.4 µM]
CCOC(=O)/C(C#N)=C/c1cc2ccccc2nc1N1CCCCC1	-4%	-2%[10 µM]	-8%	u	2%	7%	-10%	-23%
CCOc1cc(/C=N/NC(=O)c2cc(C)n(-c3ccc(F)cc3)c2C)ccc1O	14%	-8%[10 µM]	u	u	2%	-6%	u	9%
CCN(C(=O)c1nn(C)c2c1CSc1ccccc1-2)c1cccc(C)c1	-6%	x	-6%[76.3 µM]	0%	x	x	-5%	x
